NR2F2 inh – inhibitors of human COUP-TFII (NR2F2) | 370,000 tested, 0.7% active | HEK293T NGFI-A luciferase reporter, luminescence | inhibition, % at 8.6 µM | P24468;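 active = inhibition above a per-plate cutoff, mean inhibition of test wells between control levels plus 3 SD, cut at about 38% in these data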;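 note: cells cotransfected with COUP-TFII expression vector driving the NGFI-A reporter; 0% = median of COUP-TF2 test wells and 100% = reporter-only cells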
Target sequence (P24468 whole entry, looked up): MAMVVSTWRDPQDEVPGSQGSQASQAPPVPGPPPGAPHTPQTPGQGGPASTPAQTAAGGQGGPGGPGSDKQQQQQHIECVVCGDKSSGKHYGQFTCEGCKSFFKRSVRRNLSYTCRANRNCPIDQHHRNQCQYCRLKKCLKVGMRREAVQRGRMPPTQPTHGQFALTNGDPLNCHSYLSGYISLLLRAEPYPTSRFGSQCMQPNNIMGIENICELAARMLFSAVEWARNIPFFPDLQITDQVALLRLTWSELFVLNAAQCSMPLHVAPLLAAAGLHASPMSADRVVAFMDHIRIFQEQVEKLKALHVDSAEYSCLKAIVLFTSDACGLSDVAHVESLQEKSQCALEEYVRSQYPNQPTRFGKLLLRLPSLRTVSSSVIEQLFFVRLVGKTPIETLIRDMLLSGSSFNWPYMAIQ
TRAIL sens C8 – sensitizes caspase-8 expressing cells to TRAIL | NB7+C8 cells + TRAIL, ATPlite viability luminescence | inhibition (viability loss, TRAIL sensitization), % at 10 µM | 360,000 tested, 1% active;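 active = compounds causing at least 50% loss of cell viability in the single-dose screen, relative to plate controls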
SRC3 inh – human NCOA3 inhibition | Q9Y6Q9 | inhibition, % at 3.6 µM | 360,000 tested, 0.17% active | HEK293 GAL4-SRC3 luciferase reporter, luminescence | AID 588352;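 active = inhibition above a per-campaign cutoff, the mean of all compounds plus 3 SD, cut at about 60% in these data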;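 note: 0% = DMSO-treated cells and 100% = gossypol-treated cells at 36 µM; higher means less SRC3-driven luciferase light from the GAL4 reporter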
LRH-1 inv ag – suppresses constitutive activity of human LRH-1 | HEK293T StAR-luciferase reporter, LRH-1 transfected, 24 h | inhibition, % at 3.6 µM | 360,000 tested, 0.13% active;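 active = inhibition above the mean inhibition of all tested compounds plus 3 SD, cut at about 73% in these data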;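 note: 0% = DMSO wells and 100% = reporter-only cells lacking LRH-1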
Target sequence (O00482 whole entry, looked up): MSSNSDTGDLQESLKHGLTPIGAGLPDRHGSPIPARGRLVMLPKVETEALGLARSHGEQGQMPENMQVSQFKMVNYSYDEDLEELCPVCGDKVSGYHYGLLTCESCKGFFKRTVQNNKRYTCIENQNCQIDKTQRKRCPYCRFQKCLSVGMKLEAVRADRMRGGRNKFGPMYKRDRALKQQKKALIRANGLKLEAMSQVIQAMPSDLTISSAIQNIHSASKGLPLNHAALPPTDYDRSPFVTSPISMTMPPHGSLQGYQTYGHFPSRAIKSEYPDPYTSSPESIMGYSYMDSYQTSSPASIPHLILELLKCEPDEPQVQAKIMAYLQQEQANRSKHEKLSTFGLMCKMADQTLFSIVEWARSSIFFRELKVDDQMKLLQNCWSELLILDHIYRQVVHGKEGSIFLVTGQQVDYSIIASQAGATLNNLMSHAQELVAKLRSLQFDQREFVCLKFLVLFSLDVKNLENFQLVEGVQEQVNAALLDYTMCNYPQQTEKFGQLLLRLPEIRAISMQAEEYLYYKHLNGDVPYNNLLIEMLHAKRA
TROY signal inh – blocks TROY-dependent signaling in reporter cells. 360,000 tested, 0.98% active. AID 1347056. Q293 LMP1-TROYcd NF-kB luciferase reporter, 4 h. inhibition, % at 10 µM;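 active = compounds whose plate-normalised and pattern-corrected inhibition of the luciferase reporter signal at the single screening dose is 50% or more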
EBV LMP1 NFkB – inhibitors of Epstein-Barr LMP1-induced NF-kappaB reporter; LMP1-induced NF-kappaB luciferase reporter cells, luminescence; inhibition, % at 12.5 µM; 350,000 tested, 0.69% active; AID 504558; in the data active = inhibition above about 41%;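 note: 0% = neutral control wells and 100% = reference inhibitor control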
Shn3 3UTR inh – reduces Shn3 3'UTR luciferase signal in osteoblasts. Clone20 osteoblast Shn3 3'UTR firefly luciferase, 24 h. inhibition, % at 12.5 µM. 360,000 tested, 0.52% active;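 active = mean inhibition of at least 75% with every replicate also reaching 75%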;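 note: 0% = median of neutral control wells and 100% = pilot-screen positive control compound; some compounds past the cut are filed as inactive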
TWEAK Fn14 block – blocks TWEAK-Fn14 interaction in a reporter cell assay; TWEAK-stimulated Fn14 reporter cells, luciferase luminescence, 8 h; inhibition, % at 10 µM; 360,000 tested, 2% active; AID 1159606; in the data active = inhibition above about 50%
CF NFkB inh – blocks PAF-induced NF-kB reporter in cystic fibrosis cells; KKLEB NF-kB-GFP reporter, GFP fluorescence overnight; inhibition, % at 5 µM; AID 588850; 360,000 tested, 0.86% active;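 active = at least 50% inhibition at 5 µM, scaled per plate between neutral and stimulator controls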;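 note: PAF is a Pseudomonas aeruginosa culture filtrate used as stimulus; plate controls were PAF-stimulated DMSO wells for no effect and unstimulated DMSO wells for full effect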
NCOA1 inh – human NCOA1 inhibition; 360,000 tested, 0.12% active; HEK293 GAL4-SRC1 luciferase reporter, luminescence; Q15788; inhibition, % at 3.6 µM;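 active = inhibition above the campaign mean plus 3 SD, with each screening campaign given its own cutoff, cut at about 60% in these data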;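 note: 0% = DMSO treated cells and 100% = gossypol at 36 µM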
KKLEB tox – reduces viability of KKLEB cystic fibrosis airway cells. activity change (cytotoxicity), % at 5 µM. 360,000 tested, 0.36% active. KKLEB CF airway cells viability, ATPlite luminescence, overnight; hits give low values; cells stimulated with P. aeruginosa culture filtrate. AID 602141;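 active = corrected activity change at or below -50% at 5 µM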
* marks the source's active call; other numbers are inactive results; nt = not tested or not shown.

SMILES	NR2F2 inh	TRAIL sens C8	SRC3 inh	LRH-1 inv ag	TROY signal inh	EBV LMP1 NFkB	Shn3 3UTR inh	TWEAK Fn14 block	CF NFkB inh	NCOA1 inh	KKLEB tox
CCN(CC)CCCN1C=C2C(=O)C(C)(OC(=O)CCC(=O)OC)C(=O)C(Br)=C2C=C1c1ccc(OC)cc1 (stereo not given)	-1.2	-3.3	-8.7	-7.2	-13.2	4.5	6.1	-3.9	-1.5	9.6	-0.4
CN(CC(=O)Nc1ccccc1Cl)C(=O)COC(=O)/C=C/c1cccs1	-1.6	5.5	-4.2	-18.2	-0.2	0.1	-3.5	10.8	6.5	-0.1	-18.9
C#Cc1ccc([C@@H]2C=C(C(=O)N3CCOCC3)O[C@H](OCC)[C@H]2CCCO)cc1	3.9	-1.5	1.9	25.2	-19.1	2.0	6.3	-4.4	-6.0	-5.7	6.8
Cc1ccc([N+](=O)[O-])cc1-c1ccc(/C=C(\C#N)c2[nH]nc(N)c2C#N)o1	-21.5	1.7	-34.6	-31.4	-38.5	-28.8	-71.5	-68.7	-81.1	-47.7	-23.1
O=C(CCCc1ccccc1)Nc1ccc2c(c1)OCCO2	-65.0	4.0	-66.4	-101.8	3.0	-14.3	-22.8	34.1	5.0	-86.2	-6.3
COc1ccc(/C=N/Nc2nc(C)nc(N)n2)cc1	-34.9	1.4	-10.5	-3.3	-55.5	-4.4	-10.7	-18.0	-7.5	-30.7	-3.6
CCCN1CCc2c(sc(NC(=O)c3ccc(S(=O)(=O)N4CCCC4)cc3)c2C(N)=O)C1	16.4	19.1	0.7	-13.2	-25.2	-4.5	11.6	-3.6	-1.4	13.0	10.5
COCCNC(=O)C1(C)CCCN(C(=O)c2ccccc2)C1 (stereo not given)	-4.8	6.8	8.8	5.8	10.3	nt	-11.1	3.6	4.4	10.4	-1.5
O=C(NC(NC(=S)Nc1ccc(Cl)c(Cl)c1)C(Cl)(Cl)Cl)c1ccco1 (stereo not given)	3.0	2.1	-1.5	-2.2	44.0	4.4	15.6	40.6	6.8	5.7	13.9
O=C(Nc1ccc(Cl)cn1)c1cc2ccccc2o1	-55.6	42.0	-102.0	-142.8	10.2	-12.5	2.8	45.8	0.0	-109.3	-3.4
CC(=S)/C=C1\Sc2ccccc2N1C	-2.2	-7.5	-16.8	9.5	-2.6	5.9	22.2	-2.5	-16.2	8.0	16.8
COC(=O)c1ccc(C)c(NC(=O)COC(=O)C2CC3CCCC(C2)C3=O)c1 (stereo not given)	-10.8	-16.8	-10.0	8.0	-0.1	1.4	-4.7	2.4	13.1	-18.9	-4.4
CCOC(=O)CNC(c1ccccc1)c1cc(Br)ccc1NC(C)=O (stereo not given)	-7.7	6.8	9.2	25.5	5.5	10.3	18.5	-6.8	-6.0	24.6	8.2
Cc1cc(C(=O)Nc2ccc(S(=O)(=O)Nc3nccs3)cc2)c(C)o1	3.9	2.5	0.3	-4.7	-13.6	2.7	4.0	1.2	1.8	1.7	0.7
O=C(c1cccs1)N1CCCC(c2nc3c(nnn3Cc3ccccc3)c(=O)[nH]2)C1 (stereo not given)	14.8	-0.7	11.2	6.6	-5.1	-5.8	-6.3	-21.3	-21.4	6.2	23.3
C[C@H](O)[C@@H]1C(=O)N2CCc3ccc(-c4ccccc4)cc3[C@@H]2C[C@@H]1N(C)C(=O)Nc1cc(Cl)cc(Cl)c1	9.5	-6.0	-4.0	-18.3	-13.9	-6.9	-1.0	5.6	-15.2	4.6	-16.6
CC(=O)NCCn1c(C)cc2ccccc21	0.6	4.8	-25.6	7.3	7.9	-7.8	3.5	7.5	7.5	-3.5	7.4
S=C(NC1CCCCC1)N1CCn2cccc2C1c1ccncc1 (stereo not given)	1.6	-7.8	22.6	1.8	7.6	-4.9	14.2	8.0	5.7	17.5	-3.6
COc1ccc(-c2cc(C)no2)cc1S(=O)(=O)N1CCCCC1	2.8	5.1	15.5	20.3	-18.6	5.2	4.8	20.4	-21.6	8.5	9.7
COC(=O)[C@@H](Cc1c[nH]c2ccccc12)NC(=O)c1ccc2c(c1)OCO2	-46.8	1.8	-75.3	-98.7	6.4	-51.5	15.1	11.2	-4.4	-135.2	-2.7
CCCCCCNC(=O)O[C@H]1CN(C(=O)OC(C)C)N(C(=O)OC(C)C)[C@@H]2CN(S(=O)(=O)c3ccc(C)cc3)C[C@]12O	8.3	43.4	-8.8	14.7	32.7	-5.8	-14.9	29.8	22.9	-16.8	-2.0
Cc1nc2ccccc2c(C)c1CC(=O)OC(C)C(=O)NC1(C#N)CCCCC1 (stereo not given)	-6.6	4.8	6.0	18.5	-32.5	2.9	-3.2	-9.5	32.1	-7.2	-17.2
Nc1nc2ccccc2n1S(=O)(=O)c1ccc([N+](=O)[O-])cc1	-2.0	5.1	-18.4	16.7	-5.1	nt	-5.5	14.9	-24.4	5.3	10.7
COc1ccc(NC(=O)CN(c2ccc(OC)cc2)S(=O)(=O)c2c(C)nn(C)c2C)cc1	12.6	-15.4	22.6	5.2	-15.9	-4.0	8.4	18.9	4.4	14.1	2.2
CCCCNC(=O)NCC(=O)Nc1ccc(F)c(F)c1	8.8	-3.5	-20.2	9.7	-11.3	-0.3	nt	-3.6	10.0	8.6	-3.8
COC(=O)c1c(NC(=O)c2ccn(C)n2)sc2c1CCC2	3.0	-5.7	-35.9	1.1	-24.2	-6.8	-20.2	-25.0	-25.7	-28.3	0.8
CC1=NN(c2ccccc2)C(=O)C1CCC#N (stereo not given)	5.3	10.6	-1.7	1.4	-7.5	nt	5.0	0.1	-9.7	5.9	-1.1
Cc1cc(OCC(O)CN2CCCC2)ccc1C(C)C (stereo not given)	-1.5	-1.3	4.2	-20.7	1.7	11.5	5.8	14.2	-18.0	7.8	11.2
CNc1oc(C)nc1S(=O)(=O)c1ccccc1	-1.8	-2.1	5.4	-10.4	-3.0	-0.5	-2.8	-0.2	-2.3	-2.8	-10.0
C=C(C)COc1ccc(-c2nc(N)ncc2-c2ccc(Br)cc2)c(O)c1	13.2	-4.5	5.0	-4.6	-1.7	0.7	-66.0	-12.6	24.7	-7.1	-16.4
CCn1c(CSCc2c(Cl)cccc2Cl)n[nH]c1=S	9.7	2.2	4.3	-4.5	-7.4	7.3	7.7	-8.5	-7.0	6.6	-2.8
COc1ccc(-n2nc3c(c2NC(=O)Cc2cccc(C)c2)CS(=O)C3)cc1 (stereo not given)	14.1	-3.4	-6.0	-0.2	4.2	-4.0	-20.3	-4.2	-21.5	-42.8	7.1
Nc1ccc(Nc2nc(-c3ccncc3)cs2)cc1	-15.1	25.1	-59.6	-42.4	-14.7	-2.2	-20.7	18.6	25.5	-41.4	-11.1
CCOc1ccccc1OCCCC(=O)N1CCN(S(=O)(=O)c2cc(F)ccc2F)CC1	20.1	-6.5	-2.1	-17.1	4.2	-3.1	-2.6	-14.7	18.6	-6.6	3.2
O=C(Cn1ncc2c3ccccc3n(Cc3cccc(Cl)c3)c2c1=O)NCc1ccccn1	8.2	-18.5	0.8	7.5	-23.7	-6.2	10.2	-8.0	-9.5	-2.2	-17.3
Clc1ccccc1/C=C/c1nc(-c2cccnc2)no1	-19.5	12.6	-69.9	-116.4	-15.8	-25.7	-126.5	1.8	-15.5	-120.5	-11.8
CC(=O)NC(Cc1c[nH]c2ccccc12)C(=O)OCC(=O)Nc1cc(C)on1 (stereo not given)	-7.7	-8.7	-28.8	-8.3	3.6	0.7	-1.9	-9.8	-7.9	-21.9	5.2
COC(=O)c1ccc2c(c1C(=O)OC)CN(S(=O)(=O)C(C)(C)C)[C@@H]2CCO	5.2	-14.3	-26.4	9.3	1.8	-16.0	1.6	-8.9	-0.4	0.0	-1.5
COc1ccc(NS(=O)(=O)c2ccc3oc(=S)[nH]c3c2)cc1	16.1	-12.3	20.8	4.4	6.6	4.2	17.7	-1.3	-25.3	-3.7	14.1
COc1cc(-c2cn[nH]c2N)cc(OC)c1OC	nt	-8.0	9.2	17.1	15.4	5.2	10.9	-6.8	-1.3	-11.1	1.5
COc1cccc(N2CCN(C(=O)Nc3ccccc3Cl)CC2)c1	-3.9	1.0	-14.2	-10.2	-8.4	1.9	-7.7	-9.8	0.7	-9.2	0.0
COc1cccc(/C=C/C(=O)OCC(=O)N2c3ccccc3CC2C)c1 (stereo not given)	-7.5	-24.6	-2.7	5.7	8.0	4.3	1.4	1.8	-4.1	1.2	8.1

Part of the list above, as labelled records.
> O=C(Cn1ncc2c3ccccc3n(Cc3cccc(Cl)c3)c2c1=O)NCc1ccccn1
- NR2F2 inh = 8.2
- TRAIL sens C8 = -18.5
- SRC3 inh = 0.8
- LRH-1 inv ag = 7.5
- TROY signal inh = -23.7
- EBV LMP1 NFkB = -6.2
- Shn3 3UTR inh = 10.2
- TWEAK Fn14 block = -8.0
- CF NFkB inh = -9.5
- NCOA1 inh = -2.2
- KKLEB tox = -17.3

> Clc1ccccc1/C=C/c1nc(-c2cccnc2)no1
- NR2F2 inh = -19.5
- TRAIL sens C8 = 12.6
- SRC3 inh = -69.9
- LRH-1 inv ag = -116.4
- TROY signal inh = -15.8
- EBV LMP1 NFkB = -25.7
- Shn3 3UTR inh = -126.5
- TWEAK Fn14 block = 1.8
- CF NFkB inh = -15.5
- NCOA1 inh = -120.5
- KKLEB tox = -11.8

> CC(=O)NC(Cc1c[nH]c2ccccc12)C(=O)OCC(=O)Nc1cc(C)on1 (stereo not given)
- NR2F2 inh = -7.7
- TRAIL sens C8 = -8.7
- SRC3 inh = -28.8
- LRH-1 inv ag = -8.3
- TROY signal inh = 3.6
- EBV LMP1 NFkB = 0.7
- Shn3 3UTR inh = -1.9
- TWEAK Fn14 block = -9.8
- CF NFkB inh = -7.9
- NCOA1 inh = -21.9
- KKLEB tox = 5.2

> COC(=O)c1ccc2c(c1C(=O)OC)CN(S(=O)(=O)C(C)(C)C)[C@@H]2CCO
- NR2F2 inh = 5.2
- TRAIL sens C8 = -14.3
- SRC3 inh = -26.4
- LRH-1 inv ag = 9.3
- TROY signal inh = 1.8
- EBV LMP1 NFkB = -16.0
- Shn3 3UTR inh = 1.6
- TWEAK Fn14 block = -8.9
- CF NFkB inh = -0.4
- NCOA1 inh = 0.0
- KKLEB tox = -1.5

Not all compounds are listed (hit frequency here may not be typical).
